Source: PubChem BioAssay (The Scripps Research Institute Molecular Screening Center)
M1 ag parental – counter-screen for M1 agonists: effect in parental CHO-K1 cells. Fluo-8 calcium fluorescence; scaled to maximal ATP response, vehicle zero. activation, % at 3 µM. hit rate 0.48% among 360,000. AID 602248, 2012; in the data active means activation above about 15%;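 further: untransfected CHO-K1 host cells lacking M1 receptor as counterscreen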
TAAR1 antagonist – human TAAR1 antagonists, primary screen, Fluo-8 calcium fluorescence, CHO RD-HGA16 cells. antagonist. Trace amine-associated receptor 1 (Homo sapiens), Q96RJ0. hit rate 1.5% among 360,000. inhibition, % at 3 µM;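 active means inhibition above a per-plate cutoff, the mean inhibition of test compounds on that plate plus 3 SD, cut at about 49% in these data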;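 further: 0% = DMSO plus EC80 beta-PEA response and 100% = DMSO alone without agonist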
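Test system: hTAAR1-expressing CHO RD-HGA16 cells, Gα16-coupled; Probe or stimulus: EC80 β-phenethylamine stimulus; Compound dosing: single nominal final test compound concentration of 3 µM; Timing: 140 s kinetic read after compound, 140 s after agonist; Signal: Fluo-8 calcium-sensitive fluorescence; Measure: % inhibition of agonist calcium response; Controls: DMSO and EC80 PEA controls.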
OXTR potentiate – human OXTR potentiators, primary screen, fluorescence, CHO-OTR cells, Fluo-8 calcium; Fluo-8 calcium fluorescence, potentiator mode; 0% = oxytocin EC15, 100% = EC100; activation, % at 3 µM; hit rate 0.061% among 320,000; AID 2445, 2010;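 active means activation above that plate's cutoff, the mean activation of tested compounds plus 3 SD, cut at about 6.6% in these data, passing the limit was not always enough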;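 further: 100% uses oxytocin at 75 nM as the full agonist control; some results filed as inactive read as strong as hits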
Target sequence (P30559 whole entry, looked up): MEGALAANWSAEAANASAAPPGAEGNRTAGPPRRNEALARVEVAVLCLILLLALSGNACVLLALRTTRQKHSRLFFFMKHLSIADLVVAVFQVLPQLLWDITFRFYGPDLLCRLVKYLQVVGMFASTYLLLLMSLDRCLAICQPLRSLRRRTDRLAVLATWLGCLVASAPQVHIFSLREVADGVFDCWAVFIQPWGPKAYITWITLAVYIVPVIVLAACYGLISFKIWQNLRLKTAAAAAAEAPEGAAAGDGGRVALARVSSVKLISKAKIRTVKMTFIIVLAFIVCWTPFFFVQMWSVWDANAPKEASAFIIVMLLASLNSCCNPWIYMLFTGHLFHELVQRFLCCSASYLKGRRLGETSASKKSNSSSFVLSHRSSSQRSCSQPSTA
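System: human OTR in CHO cells; Also added: sub-maximal oxytocin, roughly EC15; Timing: compound 6 min at room temperature before oxytocin, 100 s read; Technique: Fluo-8 intracellular calcium fluorescence, ex 470-495, em 515-575 nm; Controls: oxytocin EC15 low and EC100 high; Replication: singlicate.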
GPR7 antag – GPR7 receptor antagonists, primary screen, cell-based, fluorescence, single concentration; Neuropeptides B/W receptor type 1 (Homo sapiens), P48145; GPR7-expressing cells, fluorescence antagonist assay; inhibition, % at 4.4 µM; hit rate 1.1% among 290,000; AID 1861, 2009; in the data active means inhibition above about 16%, passing the limit was not always enough;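 further: cells stimulated with the agonist NPW; 0% = agonist with vehicle and 100% = vehicle without agonist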
CHO-K1 Ca antag – M1 antagonist counterscreen hit in parental CHO-K1 cells; ATP-induced calcium, Fluo-8 fluorescence; inhibition, % at 3 µM; hit rate 0.6% among 360,000; AID 602250;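 active means inhibition above a per-plate cutoff, the plate's mean sample inhibition plus 3 SD, cut at about 24% in these data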;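 further: 0% = DMSO plus EC80 ATP and 100% = DMSO alone without ATP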
CHO parental Ca – ATP-evoked calcium signal inhibitors, parental CHO, primary screen, counter-screen for OX1R antagonist project, cell-based, fluorescence, Fluo-8 calcium dye; parental CHO-K1, ATP-induced calcium, Fluo-8 fluorescence; inhibition, % at 5.6 µM; hit rate 0.63% among 330,000;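 active means inhibition above that plate's mean sample inhibition plus 3 SD, cut at about 26% in these data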;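 further: 0% = ATP-challenged DMSO wells and 100% = DMSO wells without ATP; some compounds past the cut are filed as inactive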
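Test system: untransfected parental CHO cell line. Compound: one dose, 5.6 µM nominal. Detection: intracellular calcium via Fluo-8 no-wash fluorescent dye. Measure: % inhibition. Benchmarks: ATP-challenged DMSO wells low, unchallenged DMSO wells high.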
OXTR ag – human OXTR agonists, primary screen, fluorescence, CHO-OTR cells, Fluo-8 calcium. Oxytocin receptor (Homo sapiens), P30559. Fluo-8 calcium fluorescence; normalized: DMSO 0%, oxytocin 100%. activation, % at 3 µM. hit rate 0.32% among 320,000. AID 2435, 2010;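 active means activation above the mean of all tested compounds plus 3 SD, cutoff set per screening run, cut at about 20% in these data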;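 further: peak over basal fluorescence ratio from a 100 s FLIPR kinetic read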
CHO-K1 Ca PAM – nonselective calcium activators in parental CHO-K1 cells, primary screen, counter-screen for M1 PAM project, cell-based, Fluo-8 calcium fluorescence, full deck, 1536-well; ATP EC20; 0% at ATP EC20, 100% at ATP max; activation, % at 3 µM; AID 602247, 2012; hit rate 0.02% among 360,000;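 active means activation above the run cutoff, the mean activation of all test compounds plus 3 SD, cut at about 40% in these data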;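 further: peak over basal fluorescence ratio in a 140 s read after ATP addition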
V1aR counter – agonists of human V1a receptor, primary screen, counter-screen for OXTR agonist project, fluorescence, CHO-V1R cells. Fluo-8 calcium fluorescence, agonist mode; 0% DMSO, 100% 3 nM vasopressin. activation, % at 3 µM. hit rate 0.25% among 320,000. AID 2797, 2010;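 active means activation above the mean activation of all tested compounds plus 3 SD, per screening run, cut at about 20% in these data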;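 further: signal is peak over basal fluorescence ratio across a 100 second FLIPR read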
Target sequence (P37288 whole entry, looked up): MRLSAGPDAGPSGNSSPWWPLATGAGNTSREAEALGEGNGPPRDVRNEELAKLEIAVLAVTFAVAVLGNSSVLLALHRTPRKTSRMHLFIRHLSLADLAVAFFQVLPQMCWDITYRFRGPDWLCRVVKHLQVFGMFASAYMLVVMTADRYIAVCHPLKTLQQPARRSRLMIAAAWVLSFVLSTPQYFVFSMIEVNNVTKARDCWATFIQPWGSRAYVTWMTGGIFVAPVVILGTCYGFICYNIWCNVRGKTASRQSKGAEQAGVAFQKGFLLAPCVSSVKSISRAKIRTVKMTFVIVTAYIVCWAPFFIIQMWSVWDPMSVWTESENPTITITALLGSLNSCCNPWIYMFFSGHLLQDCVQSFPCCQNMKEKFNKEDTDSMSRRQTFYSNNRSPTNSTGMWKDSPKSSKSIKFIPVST
* marks the source's active call; other numbers are inactive results; nt = not tested or not shown. No enrichment for hits, and some 3.5% of all compounds hit somewhere here.

nr	SMILES	M1 ag parental	TAAR1 antagonist	OXTR potentiate	GPR7 antag	CHO-K1 Ca antag
1	CCN(CC)c1ccc(S(=O)(=O)N2CCCCC2)cc1NC(=O)C1CSC2(C)CCC(=O)N12 (stereo unspecified)	2.5	22	0	nt	-22
2	Cc1ccc(NC(=O)CSc2ncc3ccccn23)cc1C	1.7	2	-10	9	-13
3	O=C(NCc1ccco1)C1CCCN(S(=O)(=O)c2ccc(Br)cc2)C1 (stereo unspecified)	1.1	-10	0	-8	2
4	Cc1ccc(CNC(=O)Cn2ncn3cccc3c2=O)cc1	0.0	-15	0	-4	0
5	CC1(C(=O)NCc2ccccc2)CCC(=O)N1CCOc1ccccc1 (stereo unspecified)	0.1	-17	nt	nt	27*
6	Cc1ccc(N(Cc2ccccc2)C(=O)c2ccc(F)c(S(=O)(=O)N3CCOCC3)c2)cc1	1.1	-21	2	nt	21
7	Cc1csc2ncc(C(=O)N3CCCc4ccccc43)c(=O)n12	0.1	-18	-7	-7	-3
8	CS(=O)(=O)N1Cc2cc(C(=O)NCC3CC3)nc(-c3cccc(-c4cccnc4)c3)c2[C@H]1CCO	0.9	-17	nt	nt	-26
9	CCOc1ccc(NC(=O)Nc2ccc3c(c2)N(C)C(=O)CS3)cc1	14	52*	-10	-3	3
10	Cc1cc(C)n(-c2cc(-n3nc(C)cc3C)ncn2)n1	0.1	0	0	19	-8
11	Cc1cccc(NS(=O)(=O)c2ccc3c(c2)CCN3C(=O)CCC(=O)O)c1	0.7	-4	-12	-1	-6
12	COc1cc2cc(CN(Cc3ccc4c(c3)OCO4)C(=O)c3ccco3)c(=O)[nH]c2cc1OC	0.4	-3	3	-13	-2
13	CCCn1nnnc1SCC(=O)c1ccc2c(c1)OCCO2	1.1	11	-11	5	-4
14	CC(Sc1nnnn1C)C(=O)Nc1cc(S(=O)(=O)N2CCCCC2)ccc1Cl (stereo unspecified)	1.6	-23	-4	nt	-14
15	Cc1ccc(-c2cc(C(F)F)nc(NCc3cccs3)n2)cc1	1.3	-6	0	-17	-9

nr	CHO parental Ca	OXTR ag	CHO-K1 Ca PAM	V1aR counter
1	-31	-1.9	5	-0.8
2	-16	-2.3	2	-0.8
3	-19	-0.2	-1	0.3
4	-2	1.4	12	0.8
5	nt	nt	-8	nt
6	-11	-0.7	-26	0.1
7	-1	-1.2	15	0.6
8	nt	nt	30	nt
9	19	3.2	7	9.8
10	-19	-1.9	12	0.0
11	-3	-0.5	-1	-0.3
12	-10	0.6	-1	-0.1
13	-16	-0.5	23	-0.1
14	-15	0.1	4	0.1
15	-36	0.7	28	0.7

Brought forward from above: three compounds; new compounds follow.
nr	SMILES	M1 ag parental	TAAR1 antagonist	OXTR potentiate	GPR7 antag	CHO-K1 Ca antag
13	CCCn1nnnc1SCC(=O)c1ccc2c(c1)OCCO2	1.1	11	-11	5	-4
14	CC(Sc1nnnn1C)C(=O)Nc1cc(S(=O)(=O)N2CCCCC2)ccc1Cl (stereo unspecified)	1.6	-23	-4	nt	-14
15	Cc1ccc(-c2cc(C(F)F)nc(NCc3cccs3)n2)cc1	1.3	-6	0	-17	-9
16	COCC(C)n1c(C)cc(C(=O)COC(=O)c2cccn2C)c1C (stereo unspecified)	0.2	-3	1	nt	8
17	O=C(Oc1ccc(Cl)c2cccnc12)c1cccnc1	14	-8	0	-11	8
18	CC1CCCCN1CCNC(=O)C1CCN(S(=O)(=O)c2cccc3cccnc23)CC1 (stereo unspecified)	0.1	-14	0	-5	6
19	COc1ccc(Cn2c(=O)[nH]c3cc(C(=O)N4CCN(c5ccc(C(C)=O)cc5)CC4)ccc3c2=O)cc1	0.1	2	-1	-21	-10
20	CCOC(=O)c1sc(=NC(=O)c2cccc(Br)c2)n(C)c1C	0.2	-12	-18	2	-20
21	Cc1ccc(NC(=O)Cn2nc(-c3ccco3)ccc2=O)cc1Cl	0.6	14	-13	10	12
22	COC(=O)C1=C(C)N(c2ccc(OC)c(OC)c2)C(=O)/C1=C\c1ccco1	0.0	4	-7	-4	1
23	CCCCNc1ccc(C(CC(N)=O)NC(=O)Cc2ccc(Br)cc2)cc1[N+](=O)[O-] (stereo unspecified)	0.1	11	2	nt	-3
24	Nn1c(SCc2ccccc2)nc2c(cnn2-c2ccccc2)c1=O	1.3	-14	-11	0	4
25	Nc1ncn(C(=S)Nc2ccccc2)n1	0.1	-15	nt	nt	-15
26	CCc1ccc(Nc2nnc(SC(C)C(=O)NC3CC3)s2)cc1 (stereo unspecified)	-0.3	-16	-1	nt	7
27	Cc1nn(CC(=O)NC(C)C(C)C)c(C)c1S(=O)(=O)N1CCCCC1 (stereo unspecified)	0.5	-31	nt	nt	7
28	Cc1cc(SCC(=O)Nc2ccc(O)cc2)n2ncc(-c3ccccc3)c2n1	3.9	13	-3	17	-15
29	Cc1ccc(C(=O)NC2CCS(=O)(=O)C2)cc1S(=O)(=O)N1CCOCC1 (stereo unspecified)	0.5	-9	-2	-11	-25
30	CC(C)[C@H](NC(=O)Nc1cccc(C(F)(F)F)c1)C(=O)O	0.4	8	-7	-10	0

nr	CHO parental Ca	OXTR ag	CHO-K1 Ca PAM	V1aR counter
13	-16	-0.5	23	-0.1
14	-15	0.1	4	0.1
15	-36	0.7	28	0.7
16	-7	1.7	-12	0.2
17	5	1.1	9	-0.6
18	4	1.2	5	1.1
19	-12	0.9	1	0.8
20	-4	-1.3	16	0.9
21	6	1.1	0	1.9
22	-3	-1.6	14	1.6
23	-15	1.7	15	-0.1
24	4	-1.5	4	0.3
25	nt	nt	17	nt
26	-18	-2.2	-5	-1.8
27	nt	nt	0	nt
28	9	6.0	19	0.1
29	-7	-0.1	19	0.2
30	-9	-0.3	20	0.8

New compounds follow.
nr	SMILES	M1 ag parental	TAAR1 antagonist	OXTR potentiate	GPR7 antag	CHO-K1 Ca antag
31	O=C(CNc1cc(S(=O)(=O)N2CCOCC2)ccc1N1CCOCC1)Nc1cccc(C(F)(F)F)c1	-0.6	-4	-8	nt	-8
32	O=C(O)c1nccnc1C(=O)N1CCN(c2ccccc2)CC1	0.2	3	4	-12	-1
33	CC(=O)Nc1ccccc1C(=O)C(=O)Nc1cccc(C(=O)NCC2CCCO2)c1 (stereo unspecified)	9.8	-7	-24	0	1
34	CCOC(=O)C1=NN(c2cccc(C)c2)C2(S1)SC(C(C)=O)=C(C)N2c1ccccc1 (stereo unspecified)	-0.3	11	-5	-1	3
35	CC(Oc1cccnc1[N+](=O)[O-])C(=O)N1CCc2ccccc21 (stereo unspecified)	0.2	-10	-3	nt	-9
36	COc1cc2c(cc1OC)C(COc1cccc(C(F)(F)F)c1)NCC2 (stereo unspecified)	4.1	9	-8	7	-12
37	Cc1ccc(S(=O)(=O)N2[C@@H](c3cccc(Cl)c3)C(C(=O)O)=CC[C@H]2c2ccc(C(C)C)cc2)cc1	1.6	46	-16	nt	-14
38	COc1ccccc1OCC(=O)NNC(=S)NC(=O)c1ccco1	-0.4	-8	1	7	-9
39	COc1ccc(Cc2nc3ccccc3n2CC(=O)N/N=C/c2ccccc2)cc1OC	0.6	2	-8	-8	-17
40	Cc1cc(Cl)ccc1-c1nc(NCc2ccccc2)nc2ccsc12	0.3	-20	nt	nt	-13
41	CC(C)NC(=O)CCCc1cn(C)c2ccccc12	-0.4	10	-3	-4	-8
42	CC(C)Sc1nc(-c2cccs2)nc2cc(Cl)ccc12	9.5	4	nt	nt	0
43	O=C1C2C(c3cccc(/C=C/c4ccccc4)c3)CC=CC2C(c2ccc3ccccc3c2)N1Cc1ccccc1 (stereo unspecified)	-0.2	9	-4	nt	-1
44	CCCn1nc(C(=O)OCC(=O)c2c(N)n(C)c(=O)n(C)c2=O)c2ccccc2c1=O	-0.8	-63	0	-5	-10
45	COc1ccc(NC(=S)Nc2cccc(C(F)(F)F)c2)c(C)c1	1.5	35	-3	-9	-3

nr	CHO parental Ca	OXTR ag	CHO-K1 Ca PAM	V1aR counter
31	-10	-1.8	2	-1.1
32	-10	1.8	7	0.2
33	-3	0.4	9	0.1
34	-21	-2.1	-6	-0.6
35	-5	-1.1	-3	0.4
36	-15	5.3	14	6.0
37	10	0.8	8	-0.5
38	-7	-1.9	3	-0.7
39	-16	-1.4	21	0.3
40	nt	nt	-1	nt
41	7	-1.1	-2	-0.3
42	nt	nt	13	nt
43	-9	-0.7	-10	-0.4
44	-11	-0.7	1	0.4
45	6	0.8	10	0.5

More records follow.
nr	SMILES	M1 ag parental	TAAR1 antagonist	OXTR potentiate	GPR7 antag	CHO-K1 Ca antag
46	CCCCNC(=O)C1c2ccccc2OCC(=O)N1Cc1cccnc1 (stereo unspecified)	0.5	-3	nt	nt	-11
47	ClCc1cc2ccccc2nc1Cl	0.6	0	-7	-4	-7
48	Cc1nc(CS(=O)(=O)c2ccccn2)sc1C(=O)NNC(=O)c1c(F)cccc1Cl	0.1	-2	-3	-14	-1
49	CCOC(=O)c1c(N)sc2c(NC(C)=O)cccc12	0.4	1	-5	-8	-1
50	COc1ccc(NC(=O)c2cccc(N3C(=O)C4C5CCC(C5)C4C3=O)c2)cc1 (stereo unspecified)	8.9	16	-16	-17	0
51	CCNC(=O)NCCc1c[nH]c2ccc(Cl)cc12	-0.1	5	-1	8	2
52	O=C(OCn1nnc2ccccc2c1=O)c1ccco1	0.5	-3	2	-4	-8
53	O=C(O)COCC(=O)Nc1ccc2c(c1)oc1ccccc12	0.3	-4	nt	-8	-5
54	CC(C)(C)c1ccc(C(=O)Oc2ccc3c(c2)OCC3=O)cc1	-0.2	4	-11	-2	1

nr	CHO parental Ca	OXTR ag	CHO-K1 Ca PAM	V1aR counter
46	nt	nt	12	nt
47	-13	1.4	17	-0.7
48	5	-1.3	6	-0.1
49	-11	1.6	7	0.7
50	-6	4.6	-9	6.5
51	1	1.1	11	-0.4
52	5	-1.9	23	1.0
53	nt	nt	3	nt
54	-10	-0.5	6	-0.1
